GLP1R ag: GLP-1 receptor (human) agonism | 380,000 compounds, 0.007% hits | Potency, µM (highest dose often 45.6 µM), for inactives: at the highest dose activation, usual class: activators | P43220 | HEK293 GLP-1R CRE-luciferase, luminescence, 4-6 h; cells express a hypersensitive GLP-1R form; further: potency means the concentration at half of the fitted maximal effect; % of control where 0% means no effect
Target sequence (P43220 whole entry, looked up): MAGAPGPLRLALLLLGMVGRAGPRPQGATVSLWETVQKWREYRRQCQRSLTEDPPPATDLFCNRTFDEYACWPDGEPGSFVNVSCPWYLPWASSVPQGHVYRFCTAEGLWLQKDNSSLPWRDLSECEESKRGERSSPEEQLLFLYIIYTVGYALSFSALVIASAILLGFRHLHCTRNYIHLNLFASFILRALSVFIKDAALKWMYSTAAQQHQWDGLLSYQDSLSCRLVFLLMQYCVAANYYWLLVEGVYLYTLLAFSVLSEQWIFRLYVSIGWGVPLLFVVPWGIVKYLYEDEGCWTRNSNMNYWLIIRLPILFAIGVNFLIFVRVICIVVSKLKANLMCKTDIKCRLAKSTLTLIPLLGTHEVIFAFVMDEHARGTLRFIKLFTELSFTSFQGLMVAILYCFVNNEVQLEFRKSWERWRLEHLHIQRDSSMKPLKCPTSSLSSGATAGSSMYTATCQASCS
DRD3 antagonist: D3 dopamine receptor (human) antagonism | P35462 | D3R cells, DiscoveRx beta-arrestin luminescence, antagonist mode; stronger effect = lower value | max response, negative = inhibition, % | 360,000 compounds, 2.5% hits | AID 652054; in the data active means max response below about -50%; inconclusive means no clear call, values can overlap the other calls; further: on the % scale 0 is the no-effect control and ±100 the full control effect; mostly tested at two doses, the higher about 12 µM
Target sequence (P35462 whole entry, looked up): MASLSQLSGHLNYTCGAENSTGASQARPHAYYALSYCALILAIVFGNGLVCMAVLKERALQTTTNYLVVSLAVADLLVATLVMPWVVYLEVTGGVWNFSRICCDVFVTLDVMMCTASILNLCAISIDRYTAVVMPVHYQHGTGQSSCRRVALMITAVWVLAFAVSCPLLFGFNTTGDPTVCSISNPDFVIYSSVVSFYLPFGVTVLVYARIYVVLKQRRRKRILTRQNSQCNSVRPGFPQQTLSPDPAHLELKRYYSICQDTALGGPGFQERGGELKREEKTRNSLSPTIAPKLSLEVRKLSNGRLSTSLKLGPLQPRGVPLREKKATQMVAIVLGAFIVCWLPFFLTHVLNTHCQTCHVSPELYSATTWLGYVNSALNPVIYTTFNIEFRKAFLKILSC
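Cells plated overnight at 1500 cells/well, then exposed to library compounds with dopamine controls for 90 minutes at 37 degrees C. DiscoveRx reagent added for 30–60 minutes at room temperature; luminescence read, quantitative HTS format.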
SW480 rereplic: DNA re-replication induction in SW480 cells | SW480 DNA re-replication, Hoechst DNA content imaging, 48 h | Potency, µM (highest dose often 46.1 µM), inactives show top-dose re-replication activation, hits mostly activators | 340,000 compounds, 1.8% hits | AID 624297; further: potency means the concentration at half of the fitted maximal effect; % of control where 0% means no effect; nearly all actives have a fitted effect of over 55% in size
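SW480 cells exposed to compounds for 48 hr at 37 C, 5% CO2, then Hoechst-stained 40 min. Nuclear DNA content imaged by fluorescence scanning (405 nm excitation, 500-530 nm emission); re-replication scored as increased high-intensity nuclei.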
KB-V1 MDR tox: KB-V1 MDR subline cytotoxicity; KB-V1 MDR cells viability, CellTiter-Glo, 72 h; Potency, µM (doses to about 46.1 µM), inactives show top-dose activity change, negative = cytotoxicity, most hits filed as cytotoxic; 400,000 compounds, 3.4% hits; AID 1347076; further: potency means the concentration at half of the fitted maximal effect; on the % scale 0 is the no-effect control and ±100 the full control effect; nearly all actives have a fitted effect of over 60% in size
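KB-V1 cells (P-gp-expressing MDR subline of KB-3-1) in phenol-red-free DMEM with 10% FBS were exposed to library compounds over a concentration series for 72 h at 37 degrees C. Viability read by CellTiter-Glo luminescence; concentration-effect curves fitted after normalization.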
HT1080 IDH1KD tx: kills HT-1080 cells with IDH1 knockdown; HT-1080 IDH1 knockdown viability, ATP luminescence, 48 h; Potency, µM (series often up to 46.1 µM), for the others: top-dose activity, negative = toxicity, usual class: cytotoxic; 360,000 compounds, 2% hits; AID 686971;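 further: potency means the concentration at half of the fitted maximal effect; 0% = DMSO wells and -100% = cell-free medium wells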
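Assay cells: HT-1080 with IDH1 knockdown, 750 per well, RPMI/5% FBS. Exposure: 48 h at 37 °C following 2 h pre-incubation. Read: CellTiter-Glo luminescence; fitted concentration-response, curve class assigned.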
D3 ag: agonists of human D3 dopamine receptor; D3R DiscoveRx beta-arrestin cells, luminescence, 90 min; max activation, %; 410,000 compounds, 0.58% hits; AID 652048; in the data active means max activation above about 30%; further: 0% is about no effect; mostly tested at two doses, the higher about 12 µM
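Agonist-mode cell screen: cells plated at 1500/well and incubated overnight at 37 °C, then exposed to library compounds for 90 min at 37 °C. Detection reagent was added for 30–60 min at room temperature, and luminescence was read.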
HT1080-NT tox: kills 2HG-producing HT-1080-NT fibrosarcoma cells; HT-1080-NT fibrosarcoma viability, CellTiter-Glo ATP luminescence, 48 h; Potency, µM (top dose mostly 46.1 µM), for the others: at the highest dose activity, negative = less viability, most hits filed as cytotoxic; 360,000 compounds, 1.6% hits; AID 686970;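 further: NT is the 2HG producing partner of a matched IDH1 knockdown line; potency means the concentration at half of the fitted maximal effect; 0% = DMSO-treated cells and -100% = media-only wells without cells; nearly all actives have a fitted effect of over 55% in size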
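Read-out is CellTiter-Glo luminescence after 10 minutes at room temperature, following 48 hours' compound treatment of HT-1080-NT cells (750 cells/well, RPMI, 5% FBS, 37 degrees C).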
IL-1B inflam inh: inflammasome signaling inhibition, IL-1 beta readout; activity change, % at 57.5 µM; 360,000 compounds, 4.7% hits; THP-1 LPS/ATP IL-1B secretion, AlphaLISA, 16 h; stronger effect = lower value; in the data active means activity change below about -50%; inconclusive means mostly about -30% to -49%; further: on the % scale 0 is the no-effect control and ±100 the full control effect
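THP-1 cells pretreated 1 hr with compounds (up to 57.5 uM final), then stimulated with LPS (250 ng/mL final) plus ATP (1.25 mM final); secreted IL-1B measured by AlphaLISA after 16 hr, decreased signal indicating inhibition.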
KB-3-1 tox: KB-3-1 parental cell cytotoxicity | KB-3-1 viability, CellTiter-Glo ATP luminescence, 72 h | Potency, µM (titrated, usually from 46.1 µM), inactives show top-dose activity change, negative = cytotoxic, actives largely listed as cytotoxic | 400,000 compounds, 1.4% hits | AID 1347075; further: potency means the concentration at half of the fitted maximal effect; on the % scale 0 is the no-effect control and ±100 the full control effect; nearly all actives have a fitted effect of over 60% in size
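Here the drug-naive KB-3-1 line serves as comparator for MDR sub-line selectivity; cells received compound titrations, 72 h at 37 °C, then CellTiter-Glo readout.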
Numbers without * were called inactive; u = inconclusive; x = no result given; & = joins results of further samples; [ ] = remark or other dose. Unless noted, the call rests on the fitted dose curve; in most records, active means well fitted curve in the direction sought with a large enough effect; inconclusive means small, poorly fitted or top-dose-only effect, or another doubt; inactive means no such curve, though single readings can be large; an effect the other way counts as inactive or inconclusive.

canonical_smiles	GLP1R ag	DRD3 antagonist	SW480 rereplic	KB-V1 MDR tox	HT1080 IDH1KD tx	D3 ag	HT1080-NT tox	IL-1B inflam inh	KB-3-1 tox
CCc1ccc(OC(C)C(=O)Nc2ccc(S(=O)(=O)Nc3cc(C)on3)cc2)cc1 (stereo not given)	8%	10	-14%	2%	10%	6	10%	13	-2%
Cc1ccc(SCC(=O)NCCc2ccc(F)cc2)cc1	14%	2	-4%	3%	3%	1	5%	-1	-3%
CN(C(=O)c1cc2ccccc2cc1O)C1CCCCC1	9%	-20	-2%	-13%	-7%	-9	-3%	-6	-3%
Cc1oc(S(=O)(=O)N2CCOCC2)cc1C(=O)Nc1ccc(Cl)cc1	5%	9	-6%	u	-17%	3	-5%	-5	-5%
Cc1sc(-c2ccncc2)nc1OC(=O)c1cc(Cl)cc(Cl)c1	-8%	-8	-5%	8%	3%	0	3%	-10	5%
COc1ccc(OCCSc2nc(C)c(Cc3ccccc3)c(=O)[nH]2)cc1	-3%	-5	3%	-19%	-3%	-4&3	-9%	4	1%
COc1ccccc1N1CCN(C(=O)CCNC(=O)Cn2ccc3ccccc3c2=O)CC1	2%	-1	-2%	-21%	2%	-3	1%	-1	-1%
CC(C)(C)c1ccc(OCC(=O)N(c2ccccn2)C2CCCCC2)cc1	5%	12	11%	u	10%	-4	12%	16	0%
O=C(NC(=S)N1CCN(C/C=C/c2ccccc2)CC1)c1ccc(F)cc1	-2%	u	0%	u	u	-32	-18%	-5	u
COC(=O)c1cc(NC(=O)N2c3ccccc3Sc3ccccc32)cc(C(=O)OC)c1	1%	-8	2%	-9%	-17%	-2	-20%	-7	-2%
CCOC(=O)c1c(NC(=O)CSc2nnc3ccccn23)sc2c1CCC2	16%	2	2%	-10%	1%	-1	3%	9	-1%
Cc1ccc(S(=O)(=O)N2CCN(C(=O)N3CCCCC3)CC2)c(C)c1	3%	0	x	-20%	-3%	1	0%	-12	1%
Cc1cc(C)c(S(=O)(=O)Nc2ncccc2C)c(C)c1	-7%	-5	3%	12%	-2%	12	-2%	15	-3%
O=C(c1cc(-c2ccccn2)nc2ccc(Br)cc12)N1CCN(S(=O)(=O)c2ccccc2)CC1	7%	26	2%	0%	-2%	8	-5%	50	-25%
Cc1ccc(NC(=O)CN(C)S(=O)(=O)c2ccc3c(c2)n(C)c(=O)c(=O)n3C)cc1	4%	-11	u	0%	u	1	8%	2	27%
COC(=O)c1ccccc1NC(=O)c1ccc(NS(C)(=O)=O)cc1	19%	-27	2%	11%	-10%	4	-11%	u	u
Cc1cccc(C)c1NC(=O)Cn1nc(-c2ccccc2)nc1-c1ccccc1	8%	-5	-6%	u	5%	2	0%	19	0%
COCCNc1nc(-c2ccccc2CO)c2sc(-c3ccccc3)cc2n1	13%	u	x	21µM*	0.92µM*	-8	u	20	5.8µM*
O=C(CCC(NC(=O)OCc1ccccc1)C(=O)O)OCc1ccccc1 (stereo not given)	0%	5	-19%	u	10%	-1	-1%	0	3%
CC1(C)CC(NS(=O)(=O)c2ccc(Cl)cc2)CC(C)(C)N1	-10%	-24	-1%	26%	0%	-5	-8%	-5	-4%
COc1cc([N+](=O)[O-])cc(/C=N/NC(=O)CSc2nnc(-c3ccccc3)n2C)c1O	0%	-52*	-3%	u	3%	-5	-15%	-1	-10%
CCC(=O)N/N=C(\C)CC(=O)Nc1cc(Cl)ccc1C	2%	-13	u	8%	15%	-1	9%	5	4%
CCCCOC(=O)Nc1nc2ccc(OC)cc2s1	0%	-24	-25%	-12%	22%	-18	9%	-10	4%
O=C(NC(C(=O)c1ccccc1)N1CCCCC1)c1ccccc1 (stereo not given)	-7%	-3	-3%	1%	7%	0	20%	-10	7%
O=C(O)COc1ccc(Cl)cc1C1CCCCC1	-23%	-2	1%	16%	10%	4	9%	-17	-21%
COc1cc(OC)c(N(C)C(=O)Cn2ncc3c(=O)oc4ccccc4c32)cc1Cl	0%	x	x	1%	x	-17	x	x	-6%
CC1=C[C@H]2Cc3cc(C)cc(C)c3S(=O)(=O)[C@@H]2C=C1	-9%	0	-123%[inhibitor]	0%	6%	2	3%	-2	-9%
CN(c1ccccc1)S(=O)(=O)c1ccc(Cl)c(C(=O)OCC(N)=O)c1	10%	17	-13%	-5%	0%	10	13%	9	-15%
CCN1CCN(C(=O)CCCCCn2c(=O)[nH]c3cc(C(=O)OC)ccc3c2=O)CC1	-4%	-10	-1%	-10%	0%	-1	-2%	10	27%
CCn1c(O)c(N=NC(=O)C2C(=O)NCC2c2ccccc2)c2ccccc21 (stereo not given)	1%	-24	1%	-17%	27%	-5	9%	-4	11%
CC(C)OC(=O)CN1CCN(S(=O)(=O)c2cc(Cl)ccc2Cl)CC1	2%	u	-8%	u	7%[9.24 µM]	-13	2%	5	-1%
O=C(NCc1ccccc1Cl)C1CCN(S(=O)(=O)N2CCC3(CC2)OCCO3)CC1	7%	-4	10%	0%	10%[9.24 µM]	1	2%	-8	13%
Cc1csc(SCC(=O)Nc2nncs2)n1	3%	-22	-5%	20%	9%	5	0%	8	-9%
CC1(C)CC(=O)C=C(OC(=O)c2ccc(Cl)cc2)C1	-13%	0	-3%	18%	12%	4	15%	18	-3%
O=C(c1cc2c(s1)-c1ccccc1OC2)N1CCN(c2ccccc2)CC1	1%	6	0%	1%&0%	-4%	6&0	-3%	-22	-5%&0%
O=C(N/N=C/c1c[nH]c2ccc(Br)cc12)c1ccn(Cc2ccc(Cl)cc2)n1	-12%	0	-2%	0%	u	10	-22%	u	0%
COC(=O)c1ccc2c(c1)N(Cc1nc(-c3ccc(Cl)cc3)oc1C)C(=O)C1CCCN21 (stereo not given)	1%	4	u	-5%	-22%	2	-5%	20	-5%
CSc1nc(Oc2ccc(C)cc2)cc(C(F)(F)F)n1	-11%	10	-4%	0%	-2%	-1	3%	7	12%
CCOC(=O)/N=C(/NC(=O)Nc1ccc(C(=O)OCC)cc1)OC	-3%	-4	-6%	5%	7%	-7	8%	-15	1%
Cc1cc(C)n(-c2nc3ccccc3n3nnnc23)n1	-4%	-15	-2%	-13%	1%[9.24 µM]	-3	11%	0	12%
CC1CCC2(CC1)NC(=O)N(CC(=O)Nc1cccnc1Cl)C2=O (stereo not given)	4%	-22	-15%	18%	-1%	2	6%	-21	2%
COc1ccc(C23CC4CC(CC(C(=O)O)(C4)C2)C3)c(F)c1	0%	-11	-13%	2%	1%	0	-1%	8	6%
COCCCNS(=O)(=O)c1ccc(SC)cc1	1%	12	-3%	-3%	-1%	-7	0%	32	5%
CSc1ccc(/C=C/C(=O)NC23CC4CC(CC(C4)C2)C3)cc1	13%	-10	u	-16%	-9%	7	0%	u	1%
CN(C)c1ccc(C=C(c2nnnn2-c2ccccc2)c2nnnn2-c2ccccc2)cc1	-1%	9	11%	u	5%	-12	7%	-14	1%
CCCCCCn1c(N2CCN(c3cccc(Cl)c3)CC2)nc2c1c(=O)[nH]c(=O)n2C	13%	-6	-2%	16µM*	-6%	7	0%	u	u
COc1ccc(C2CCCN2C(=S)Nc2ccc(C)cc2C)cc1OC (stereo not given)	17%	-4	-2%	u	-11%	-1	4%	-15	-1%
Cc1ccc(S(=O)(=O)NCC(=O)OCC(=O)NC(=O)c2cccn2C)cc1	-4%	5	1%	-7%	-1%	-5	9%	34	-1%
NCCCC[C@@H]1NC(=O)c2cc([N+](=O)[O-])cc(F)c2NCCCC[C@@H](C(N)=O)NC(=O)CNC1=O	-3%	1	-2%[9.22 µM]	0%	21%	5	15%	9	9%
CCOC(=O)C1CCN(S(=O)(=O)c2ccc(OCC)cc2)CC1	6%	30	-7%	0%	-2%	1	1%	37	16%
Nc1[nH]c(C(=O)c2ccccc2)c(-c2ccccc2C(F)(F)F)c1C(=O)c1cccs1	9%	-12	x	-35%	-11%	-17	0%	5	-3%
Cc1cc(NC(=O)CCC(=O)N(CC(=O)NCC2CCCO2)c2cccc(F)c2)no1 (stereo not given)	2%	5	-12%	5%	3%	7	11%	-2	8%
COc1ccccc1-c1ccc(SCc2cccc(F)c2)nn1	7%	-30	2%	u	-21%	-1	-23%	14	-12%
CCOc1ccccc1NC(=O)NCc1ccco1	-3%	-4	-6%	17%	12%	-7	1%	-18	6%
COc1cccc(-c2c(C(=O)N/N=C(\C)c3cccs3)nnn2-c2nonc2N)c1	4%	-7	-5%	19%	2%	1	13%	1	-2%
COc1ccc(N(CC(=O)Nc2cccc(C)c2)S(=O)(=O)c2c(C)n[nH]c2C)cc1	11%	-17	-8%	u	6%	20	2%	-9	13%
Cc1cc(C)c(Cn2ncn(-c3ccc(Br)cc3)c2=O)c(C)c1	-1%	-12	3%	7%	8%	-6	-3%	22	-7%
CC(C)C(NC(=O)c1ccccc1F)C(=O)NCc1ccc(S(=O)(=O)N2CCOCC2)cc1 (stereo not given)	7%	0	-29%	-20%	7%	-1	11%	-13	-1%
Cn1c(Oc2ccccc2)c(C=O)c2ccccc21	9%	-3	15%	-13%	-26%	-8	u	-16	-11%

Screening data deposited in PubChem BioAssay by National Center for Advancing Translational Sciences (NCATS).
